Screening results deposited in PubChem BioAssay by National Center for Advancing Translational Sciences (NCATS).
TSHR antag = Antagonists of the Thyroid Stimulating Hormone Receptor: HTS campaign | Thyrotropin receptor (Homo sapiens), P16473 | TSHR-expressing cells, TSH-stimulated cAMP HTRF, 2 h; active compounds read low | activity change, negative = inhibition, % at 11.5 µM | actives 0.2% (n = 330,000) | AID 504810, 2011;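 active = activity change below a set negative limit, meaning inhibition stronger than a set level, cut at about -70% in these data; inconclusive = activity change between two set negative limits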; also: % is scaled to controls: 0 for no effect and ±100 for the full control effect
Target sequence (P16473 whole entry, looked up): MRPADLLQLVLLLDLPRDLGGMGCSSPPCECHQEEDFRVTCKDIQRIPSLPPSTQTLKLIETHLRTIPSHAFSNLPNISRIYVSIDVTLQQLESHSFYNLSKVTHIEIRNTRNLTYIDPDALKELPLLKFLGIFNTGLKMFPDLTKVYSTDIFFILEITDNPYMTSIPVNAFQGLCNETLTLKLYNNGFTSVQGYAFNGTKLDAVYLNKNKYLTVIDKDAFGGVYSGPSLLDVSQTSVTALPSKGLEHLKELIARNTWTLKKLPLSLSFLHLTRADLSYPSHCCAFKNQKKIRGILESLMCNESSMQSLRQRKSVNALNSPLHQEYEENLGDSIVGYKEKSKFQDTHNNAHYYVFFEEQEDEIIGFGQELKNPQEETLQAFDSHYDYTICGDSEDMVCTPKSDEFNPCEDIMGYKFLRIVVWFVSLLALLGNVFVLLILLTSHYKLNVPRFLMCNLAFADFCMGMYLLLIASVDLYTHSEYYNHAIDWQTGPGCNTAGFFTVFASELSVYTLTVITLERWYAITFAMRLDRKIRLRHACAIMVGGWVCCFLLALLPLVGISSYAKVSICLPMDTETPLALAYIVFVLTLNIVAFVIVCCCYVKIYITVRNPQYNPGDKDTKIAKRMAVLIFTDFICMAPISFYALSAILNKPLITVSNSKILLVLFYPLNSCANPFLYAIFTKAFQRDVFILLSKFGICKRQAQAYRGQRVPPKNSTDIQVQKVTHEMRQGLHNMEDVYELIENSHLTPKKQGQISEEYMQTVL
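Freshly harvested TSHR cells receive pin-tooled compound, then EC80 TSH at 4nM final. After 2 hours at 37 deg C, antibody in lysis buffer and cAMP-d2 are added; 30 minutes at ambient temperature precede the HTRF read.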
AT treatment = qHTS Assay for Identifying a Potential Treatment of Ataxia-Telangiectasia; actives 0.19% (n = 320,000); […] A-T fibroblasts, KAP-1 phosphorylation AlphaLISA; neocarzinostatin DNA damage 30 min before lysis; Potency, µM (series often up to 57.5 µM), without a hit: top-dose activation, hits mostly activators; AID 485349, 2010; also: potency is read from the fitted curve at half-maximal effect; % of control where 0% means no effect; nearly all actives have a fitted effect of over 45% in size
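hTERT-immortalized A-T patient fibroblasts ([…]), 500 cells/well in OPTI-MEM, 1% FBS, got compounds for 60 min, then NCS for 30 min at 37C. Lysates were then assayed for phospho-KAP-1 by AlphaLISA (anti-pKAP1 donor, anti-KAP1 acceptor beads), 6 hr at 25C.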
Giardia kill = Small Molecules that selectively kill Giardia lamblia: qHTS; activity change, % at 7.66 µM, hits read low; AID 540267, 2011; actives 0.15% (n = 340,000); Giardia lamblia trophozoite viability; in the data active = activity change below about -80%; inconclusive = between about -30% and that limit;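 also: parasites exposed to compound for two days anaerobically before the ATP read; % is scaled to controls: 0 for no effect and ±100 for the full control effect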
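Luminescent ATP signal served as the viability read-out, measured 15-30 min after adding ATP detection reagent to trophozoites that had been incubated with compounds for 48 hrs at 37 deg C anaerobically at 100 cells/well.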
Tb PFK inh = qHTS Assay to Find Inhibitors of T. brucei phosphofructokinase. ATP-dependent 6-phosphofructokinase (Trypanosoma brucei brucei), O15648. T. brucei PFK, ADP-Glo luminescence. Potency, µM (titrated, usually from 57.5 µM), for the others: at the highest dose activity, negative = inhibition, most hits filed as inhibitors. actives 0.17% (n = 330,000);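 also: potency is read from the fitted curve at half-maximal effect; 0% = uninhibited 1x PFK enzyme wells and -100% = no-enzyme wells; nearly all actives have a fitted effect of over 60% in size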
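1.25 nM PFK with 0.5 mM F6P and 0.1 mM ATP in 0.1 M TEA pH 8.0, 5 mM MgCl2, incubated 45 min at room temperature; ADP measured by ADP-Glo luminescence; compounds titrated up to 57 uM.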
GALK inh = qHTS Assay for Inhibitors of Human Galactokinase (GALK); P51570; Purified GALK, Kinase-Glo residual ATP luminescence; Potency, µM (titrated, usually from 57.5 µM), without a hit: top-dose activity change, negative = inhibition, hits mostly inhibitors; actives 0.007% (n = 270,000); AID 1868, 2009; also: potency is read from the fitted curve at half-maximal effect; % is scaled to controls: 0 for no effect and ±100 for the full control effect
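Luminescence from leftover ATP (Ultra-Glo luciferase/luciferin) served as read-out after a 1 h room-temperature reaction of 5 nM GALK with 35 uM ATP and 100 uM galactose.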
Coupling enz = qHTS Assay for Inhibitors of Fructose-1,6-bisphosphate Aldolase from Giardia Lamblia: Coupling assay counterscreen; AID 2472, 2010; activity change, negative = inhibition, % at 58.2 µM, hits read low; coupling enzyme system counterscreen, AmpLite Red fluorescence; actives 0.67% (n = 290,000); in the data active = activity change below about -30%; also: % is scaled to controls: 0 for no effect and ±100 for the full control effect
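Compounds tested against the coupling enzymes alone at 57.5 uM final; readout was AmpLite Red fluorescence (525/598 nm) after 20 min at RT.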
BCR signal inh = qHTS Assay to Find Inhibitors of Chronic Active B-Cell Receptor Signaling; ABC-DLBCL IkBa-CBG/CBR reporter, luminescence ratio, 4 h; Potency, µM (series often up to 46.1 µM), without a hit: top-dose ratio change, negative = lower green/red ratio, usual class: inhibitors; actives 0.05% (n = 340,000); AID 493014, 2011; active = well fitted inhibition curve with a large enough effect in the signal ratio, with a control signal flat, not every such curve was filed as active; inconclusive = small, poorly fitted or top-dose-only effect, or effect the other way, or a change in a side signal; the % refers to the signal ratio;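 also: potency is read from the fitted curve at half-maximal effect; plate controls were basal doxycycline-induced cells for no effect and cells given 10 µM MG132 for full effect; MG132 reads +100%, hits lower the ratio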
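TMD8 ABC-DLBCL cells carrying doxycycline-inducible green luciferase fused to IkappaBalpha plus unfused red luciferase were exposed to compounds (up to 46 uM) for 4 hrs at 37C. Activity came from the overlap-corrected green/red luminescence ratio.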
TCR activator = Activators of T cell receptors: qHTS campaign | primary human leukocytes, anti-CD3, IL-2 HTRF, 48 h | Potency, µM (top dose mostly 9.22 µM), for inactives: at the top dose activation of IL-2 secretion, most hits filed as activators | 330,000 tested, under 10 active; also: % of control where 0% means no effect
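48 hr co-incubation of compounds, a-CD3 beads and primary human leukocytes; IL-2 quantified homogeneously by HTRF with anti-IL-2 K and d2 conjugates.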
KCNH2 WT inh = qHTS for Inhibitors of KCHN2 3.1: Wildtype qHTS; activity change, % at 1.84 µM; actives 0.37% (n = 340,000); U2OS, BacMam KCNH2, thallium flux FluxOr; active compounds read low;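 active = maximum activity change below -70%; inconclusive = maximum activity change between -70% and -50%; inactive = maximum activity change above -50%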; also: % is scaled to controls: 0 for no effect and ±100 for the full control effect
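U2OS cells transduced with wild-type KCNH2 virus are loaded with FluxOr dye for 45 min, and thallium flux is measured in kinetic reads before and after stimulation buffer. Rate constants are normalized to DMSO controls.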
CXXC DNA block = qHTS Fluorescence Polarization Assay for Inhibitors of MLL CXXC domain - DNA interaction. MLL-CXXC / FITC-HOXA9 DNA fluorescence polarization. Potency, µM (titrated, usually from 115 µM), without a hit: at the highest dose activity change, negative = inhibition, most hits filed as inhibitors. actives 0.037% (n = 290,000). AID 2662, 2010; active = well fitted inhibition curve with a large enough effect in the polarisation, with a control signal flat, not every such curve was filed as active; inconclusive = small, poorly fitted or top-dose-only effect, or effect the other way, or a change in a side signal; inactive = no such curve, though single readings can be large or run the other way; the % refers to the polarisation; also: potency is read from the fitted curve at half-maximal effect
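Purified MLL-CXXC (added from a 7 uM solution) was preincubated 5 min at ambient with pinned compounds in 50 mM Tris-HCl pH 7.5, 50 mM NaCl, 1 mM DTT, 0.05% BSA. Fluorescein-labeled HOX-A9 DNA (50 nM solution) followed, 30 min, then polarization read.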
Starred values were filed as active, the others as inactive; ? = inconclusive; . = not tested or not shown; & = joins results of further samples; [ ] = another dose, or the depositor's remark. Unless noted, calls follow the shape of the dose curve; as a rule, active = well fitted curve in the direction sought with a large enough effect; inconclusive = small, poorly fitted or top-dose-only effect, or another doubt; inactive = no such curve, though single readings can be large; an effect the other way counts as inactive or inconclusive.

Structure | TSHR antag | AT treatment | Giardia kill | Tb PFK inh | GALK inh | Coupling enz | BCR signal inh | TCR activator | KCNH2 WT inh | CXXC DNA block
Nn1c(C2CCCCC2)nc2ccccc2c1=O | 2 | ? | -12 | 2% | 0% | 1 | ? | -1% | 2 | 4%
Fc1ccc(SCCc2ccccn2)cc1 | 2&-2 | 0%&4% | 9&30 | 0%&5% | 0%&-2% | 0&0 | ? | -1%&-1% | 2&-7 | 5%&-1%
CCn1cc(C(=O)OCC(=O)NCc2ccccc2Cl)c(=O)c2ccc(C)nc21 | -10 | 18% | -3 | 0% | 1% | 4 | -1% | 1% | 4 | -8%
CC(=O)NC1CC2CCCC(C1)N2CC(=O)N1CCCc2ccccc21 (stereo not drawn) | -5 | 7% | 2 | 11% | 1% | 0 | ? | 0%[46.1 µM] | 3 | 1%
Cc1cc(NC(=O)C2CC(=O)N(c3ccccc3Cl)C2)no1 (stereo not drawn) | -1 | -11% | 1 | 2% | 12% | 1 | -1% | -10% | 2 | -2%
COc1ccc(NC(=O)/C=C/c2ccc(F)cc2)cn1 | -4 | -1% | -18 | 0% | 0% | -13 | ? | 14%[46.1 µM] | 0 | -4%
CC(C)(C)c1ccc(S(=O)(=O)NCc2ccc(C(=O)NCC3CCCO3)cc2)cc1 (stereo not drawn) | -10 | 11% | -5 | 1% | 5% | . | -10% | 1% | -22 | -8%
CCc1noc(C)c1C(=O)Nc1ccc(C(F)(F)F)cc1 | 13 | 7% | 59[activator] | 1% | -6% | . | -6% | 0% | -9 | 8%
CCCCC(CC)CNC(=O)CCCCn1c(=O)[nH]c2ccsc2c1=O (stereo not drawn) | 2 | 1% | 6 | -2% | 11% | 3 | ? | 0% | 4 | -3%
CCc1ccc(C(=O)N/N=C/c2cccc3ccccc23)nc1 | -3 | 1% | -6 | -2% | -2% | 0 | -18% | -1%[46.1 µM] | -3 | 4%
COc1ccc(CCNC(=O)CCC2COc3ccccc3O2)cc1OC (stereo not drawn) | 31 | 20% | -5 | 5% | -2% | 9 | ? | 0% | -18 | 0%
Cn1c(NC(=O)c2cc(Br)ccc2Cl)cc(=O)n(C)c1=O | 6 | 25% | -19 | 1% | 4% | 1 | -1% | 4% | -3 | 0%
COc1ccccc1N(CC(=O)N/N=C/c1c(O)ccc2ccccc12)S(C)(=O)=O | -6 | 13% | 2 | 0% | 1% | -1 | ? | 0%[46.1 µM] | 0 | 4%
CC[C@]12c3[nH]c4cc(-c5ccco5)ccc4c3CCN1C(=O)[C@@H](CC(=O)NC/C=C(\C)CCC=C(C)C)C[C@@H]2C(=O)N1CCN(C(=O)C2CC2)CC1 | 39 | 8% | 4 | ? | . | . | 0% | -6%[46.1 µM] | -1 | .
CN(C)c1ccc(C(=O)N/N=C/c2ccccn2)cc1 | -11 | 6% | 6 | 1% | 0% | 1 | ? | -1% | -7 | -12%
CCCCCOc1ccc(CSc2ncn[nH]2)cc1 | -5 | -3% | -3 | -3% | 1% | 2 | ? | 1%[46.1 µM] | -31 | 1%
O=C(O)CCCNC(=O)c1nn(Cc2ccccc2)c(=O)c2ccccc12 | -3 | 2% | 7 | -4% | 0% | 4 | 3% | 6% | -4 | -5%
COc1cc(/C=N/NC(=O)Cc2ccccc2)ccc1Oc1ccc([N+](=O)[O-])cc1[N+](=O)[O-] | -13 | 9% | -13 | 0% | -5% | -2 | 3% | 1%[46.1 µM] | 68 | 6%
CC(C(=O)c1c[nH]c(C(=O)N=CN(C)C)c1)c1ncc(C(F)(F)F)cc1Cl (stereo not drawn) | -3 | 2% | -11 | -2% | 1% | 1 | -10% | . | -9 | 6%
Cc1ccc(S(=O)(=O)c2c(C)c(C)c(C)[nH]c2=O)cc1 | 5 | -7% | 9 | 1% | 4% | 1 | 11% | 0% | 1 | ?
COc1cc(CC(=O)NCC(C)(C)N2CCOCC2)cc(OC)c1OC | 10 | 0% | 7 | -1% | 1% | 1 | 7% | 5% | 3 | 5%
COc1ccc(-c2cn[nH]c2-c2ccc(OCc3ccccc3F)cc2O)cc1OC | -7 | -2% | 28 | 3% | -4% | -4 | ? | -2% | 0 | 5%
COc1ccc(C(=O)CN2CCN(c3cc(C)nc4ccccc34)CC2)cc1 | -4 | 14% | 29 | 1% | 7% | 1 | -15% | -8% | -13 | -2%
CCOCCCNC(=O)CN1CCN(S(=O)(=O)c2ccc3c(c2)CCC3)CC1 | 8 | -4% | -1 | -3% | . | . | 4% | . | -11 | .
Cc1cc(C)cc(NC(=O)C(=O)NCCCN2CCOCC2)c1 | 9 | 0% | 11 | -2% | 7% | -3 | -6% | 4% | 0 | 1%

Single records, from the list above. Screens in order: TSHR antag	AT treatment	Giardia kill	Tb PFK inh	GALK inh	Coupling enz	BCR signal inh	TCR activator	KCNH2 WT inh	CXXC DNA block
Shown for Cc1cc(C)cc(NC(=O)C(=O)NCCCN2CCOCC2)c1 = 9	0%	11	-2%	7%	-3	-6%	4%	0	1%
Shown for COc1ccc(C(=O)CN2CCN(c3cc(C)nc4ccccc34)CC2)cc1 = -4	14%	29	1%	7%	1	-15%	-8%	-13	-2%

(continued)
Each structure is followed by: TSHR antag | AT treatment | Giardia kill | Tb PFK inh | GALK inh | Coupling enz | BCR signal inh | TCR activator | KCNH2 WT inh | CXXC DNA block
> COc1cccc(-n2c([S-])c(C(=O)Nc3ccc(C(F)(F)F)cc3)[n+]3ccccc23)c1
→ 6 | 20% | . | -4% | 4% | -6 | 1% | . | . | ?
> Cc1ccc2oc(C(=O)Nc3cc(C)on3)c(C)c2c1
→ 12 | -12% | -14 | -4% | . | . | ? | 0% | 0 | .
> Cc1ccccc1NC(=O)c1cc(S(=O)(=O)N2CCOCC2)cs1
→ -5 | . | 0 | 1% | -5% | -1 | -2% | -3%[46.1 µM] | -14 | -6%
> COc1cc2[nH]c(=S)nc(NCCc3ccc(C)cc3)c2cc1OC
→ -1 | 0% | 6 | 4% | 3% | 1 | -4% | -3% | -5 | 8%
> COc1ccc(N2CCN(C(=O)c3[nH]c4ccc(OC)cc4c3C)CC2)cc1
→ -8 | 0% | 27 | -2% | 0% | -3 | 0% | 3% | 5 | -10%
> Cc1cccc(C(=O)NC2CCN(S(=O)(=O)c3ccc(F)cc3)CC2)c1
→ -3 | 11% | -4 | -19% | 6% | -2 | ? | 0% | 5 | 7%
> CCO[C@H]1OC(C(=O)NCc2ccccc2)=C[C@@H](C2CCCCC2)[C@@H]1CCCO
→ -2 | 1% | 16 | -3% | -3% | 7 | -11% | 3% | -6 | -12%
> CCCCC1=CC2=C(c3ccco3)C(=O)C(C)(OC(=O)c3ccc(OC)cc3)C(=O)C2=CN1CCCN(CC)CC (stereo not drawn)
→ 6 | -13% | -3 | -4% | -2% | 1&-1 | 0% | -13% | -15 | 34%
> COc1ccc(CSc2nnc(C)n2N)cc1Br
→ -7 | 4% | 4 | 1% | 6% | 1 | ? | 0% | -8 | 11%
> COC(=O)c1ccc(NC(=O)CNS(=O)(=O)c2cccs2)cc1
→ 1 | 10% | -13 | 0% | 0% | -6 | ? | 5% | 9 | 0%
> O=C1/C(=C/c2cccc([N+](=O)[O-])c2)CSc2ccc(Cl)cc21
→ -7 | 2% | 25 | -2% | . | 0 | 5% | -3% | -9 | -3%
> COCCn1nnnc1C(C(C)C)N(Cc1cccnc1)Cc1cc2cc(OC)ccc2[nH]c1=O (stereo not drawn)
→ -5 | -3% | 2 | ? | -1% | 1 | -14% | 1% | -2 | 1%
